Screening data from PubChem.
H9c2 TAG inh = inhibitors of triacylglycerol accumulation | H9c2 cells, Nile Red lipid (TAG) fluorescence; cells loaded with 200 µM oleic acid | AID 651582 | 230,000 tested, 0.66% active | inhibition, % at 12.5 µM;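 active means pattern-corrected inhibition of lipid staining of at least 50% with the nuclear-stain viability signal not falling by more than 50%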;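 further: 0% = DMSO wells and 100% = triacsin C control wells; some results filed as inactive read as strong as hits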
H9c2 TAG inh DAPI viability = also measured in H9c2 TAG inh; calls as there; DAPI nuclei signal change (viability), lower = more cytotoxic, %;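 whole-well DAPI fluorescence read on a plate reader as a viability signal; minus 50 percent equals half of cells still viable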
* marks the source's active call; other numbers are inactive results. Not all compounds are listed; rates above refer to the full screens.

Results follow in this order: H9c2 TAG inh, H9c2 TAG inh DAPI viability
- COc1ccc(C(=O)NCCc2ccccn2)cc1S(=O)(=O)Nc1ccc(Br)cc1
→ 11, -3
- Cc1cc(Oc2ccc(C#N)cc2)nc(NCc2ccccc2)n1
→ -72, -12
- Cc1cc(C)cc(NC(=O)NC(C)C2CCCO2)c1 (configuration not stated)
→ 1, 12
- O=C(O)c1ccc(OS(=O)(=O)c2ccc(Cl)s2)c(Cl)c1
→ 13, -8
- Cc1ccc(S(=O)(=O)CC(O)COc2ccc(C#N)cc2)cc1 (configuration not stated)
→ -6, 7
- CC(=O)Nc1ccc(S(=O)(=O)NC2CC(=O)N(c3ccc(C)cc3)C2)cc1 (configuration not stated)
→ 7, 11
- O=C(c1ccc2c3c(cccc13)CC2)C1CCCN(C(=O)c2cc[n+]([O-])cc2)C1 (configuration not stated)
→ -4, 2
- C[C@H]1CN([C@@H](C)CO)C(=O)CCCn2cc(nn2)CO[C@@H]1CN(C)C(=O)Nc1ccc(F)cc1
→ 9, -2
- O=C(Nc1ccccc1C(=O)N/N=C/c1ccc(O)cc1)c1ccccc1
→ 9, -8
- Cc1cc(C)cc(N2C(=O)CC(N(C(=O)c3ccco3)c3cc(C)cc(C)c3)C2=O)c1 (configuration not stated)
→ -1, 15
- COc1ccc(Oc2ccc(S(=O)(=O)N3CCCCC3)cc2S(=O)(=O)N2CCCCC2)cc1
→ -12, 1
- O=C(COC(=O)c1ccccc1F)c1ccc(-n2nncc2-c2ccco2)cc1
→ -13, 3
- CCOC(=O)c1c(CN2CCN(C)CC2)n(-c2ccccc2)c2cc(Br)c(O)cc12
→ 11, 5
- COc1ccc(CCNC(=O)c2ccc(F)c(S(=O)(=O)N3CCCCC3)c2)cc1
→ 1, 4
- COc1ccc(NC(C)=O)cc1S(=O)(=O)NC(Cc1ccccc1)C(=O)O (configuration not stated)
→ -5, -3
- CCSc1ccccc1C(=O)Nc1ccc(S(=O)(=O)NC(C)=O)cc1
→ -7, 7
- CCOC(=O)CCCC(=O)N1CCOCCOCCN(C(=O)CCCC(=O)OCC)CCOCCOCC1
→ 1, 11
- C[C@@H]1CC=C[C@H]2[C@H]1C(=O)N(Cc1ccccc1)[C@H]2c1ccc(/C=C/c2ccccc2)cc1F
→ -47, 12
- CC(C)(C)NC(=O)c1cccc2c1C(=O)c1ccccc1-2
→ 2, 1
- CCCC(=O)NCCCc1nc2ccccc2n1C
→ -9, 1
- COc1cc(Cn2c3ccc(NC(=O)CC(C)(C)C)cc3c(=O)n2C)ccc1F
→ -5, 12
- COc1ccc(OC)c(S(=O)(=O)n2c([N+](=O)[O-])cnc2C)c1
→ -8, 3
- CN(Cc1ccccc1)C(=O)c1ccc(NC(=O)Cc2ccc(NC(=O)C3CCN(C(=O)C4CCCC4)CC3)cc2)cc1
→ -20, 8
- O=C1c2ccccc2C(=O)N1CC(O)COc1ccc(Br)cc1 (configuration not stated)
→ 5, -7
- CC(=O)Nc1ncc(Sc2ccc([N+](=O)[O-])cc2)s1
→ -7, -4
- O=C(NCCCCc1ccccc1)c1cccc(NC(=O)C2CC2)c1
→ 16, 0
- COc1cc(CN(CC(C)C)S(=O)(=O)c2ccccc2Br)cc(OC)c1
→ -22, -2
- CC(=O)c1cccc(NC(=S)N2c3ccccc3CC2C)c1 (configuration not stated)
→ -2, 11
- CCOC(=O)N1CCN(CC(=O)c2ccc3c(c2)CCN3C(C)=O)CC1
→ 12, -6
- CCOCCCNC(=O)C(Cc1ccccc1)NS(=O)(=O)c1ccc2c(c1)c(=O)n(C)c(=O)n2C (configuration not stated)
→ 3, 6
- COc1cc(C(=O)Nc2ccc(C)cc2)c(-n2cnnn2)cc1OC
→ 8, -6
- CCOC(=O)c1ccc(NC(=O)CN2CCN(c3ccccc3)CC2)cc1
→ 22, 3
- O=C(NCCCO)C(=O)c1c(-c2ccccc2)cc2ccccn12
→ -12, 6
- C1=CCC(CN2CCNCC2)CC1 (configuration not stated)
→ -4, 0
- COc1ccc(/C=N\NC(=O)c2ccccc2)cc1COc1ccc(F)cc1
→ 17, 0
- COc1ccccc1-c1cnc2c(c1)C(=O)N([C@@H](C)CO)C[C@@H](C)[C@@H](CN(C)C(C)=O)O2
→ 12, 4
- O=C(COC(=O)C1CCN(c2ccc(C(F)(F)F)cn2)CC1)Nc1cccc(F)c1
→ 9, -10
- COc1cc(OC)c2c(-c3ccccc3)cc(=O)oc2c1C(CC(=O)N1CCN(c2ccccc2)CC1)c1ccc(N(C)C)cc1 (configuration not stated)
→ 15, 2
- Cc1ccc(-n2c(SCC(=O)NCCN3C(=O)CSC3=O)nnc2-c2ccccc2F)cc1
→ -1, -5
- COc1cccc(-c2cccc(NC(=O)C3CCN(Cc4ccc(CO)o4)CC3)c2)c1
→ 2, -1
- O=C(O)c1cc2n(n1)CCN(Cc1ccccc1Cl)C2=O
→ 9, 0
- O=C(NCCOc1ccccc1Cl)C(=O)NCCOc1ccccc1Cl
→ -6, 10
- CCOC(=O)N1CCN(S(=O)(=O)c2cc(Cl)c(OC)cc2Cl)CC1
→ -17, 10
- Cc1cccc(C(=O)C2CCOC(C)(C)C2)c1 (configuration not stated)
→ 6, -7
- CCOc1ccc(NC(=O)CN(C)C(=O)c2c(-c3c(F)cccc3Cl)noc2C)cc1OCC
→ -12, 1
- COC(=O)c1ccc(NC(=O)CS(=O)(=O)c2ccccc2)cc1
→ 2, -10
- CC1CCN(C(=O)c2[nH]cnc2C(=O)N[C@@H](C)c2ccccc2)CC1
→ -3, 7
- CC[C@@H]1C=C(C(=O)O)[C@H](c2ccc(Cl)cc2)N1S(=O)(=O)c1ccc(C)cc1
→ -11, 4
- O=C(Nc1cccc(Cl)c1)c1nc[nH]c1C(=O)NCCCNC(=O)c1[nH]cnc1C(=O)Nc1cccc(Cl)c1
→ 70*, 4.8*
- COCCS(=O)(=O)N(Cc1ccccc1)[C@H](C(=O)OC)C(C)C
→ -16, -9
- Cn1c(NC(=O)CCc2ccccc2)cc(=O)n(C)c1=O
→ -5, 6
- CCOc1ncccc1C(=O)OCC(=O)Nc1c(C)cccc1C
→ -12, -1
- CC(=O)Nc1ccc(NC(=O)C2c3ccccc3Oc3ccccc32)cc1
→ -14, -3
- CC(C)CCNc1nc2c(c(=O)[nH]c(=O)n2C)n1CC(O)COC(C)C (configuration not stated)
→ -4, -6
- CCCc1nc2nc(C)c(NS(=O)(=O)c3ccc(C)c(C)c3)c(=O)n2[nH]1
→ 19, -20
- COc1ccc(CCNC(=O)C(=O)NCC2OCCN2S(=O)(=O)c2ccc(F)cc2)cc1OC (configuration not stated)
→ -7, 3
- Cc1cc(C)n2c(SCC(=O)NCc3ccco3)nnc2n1
→ -11, 5
- CCn1c(NCc2c[nH]c3ccccc23)nc2ccccc21
→ -13, 9
- COc1ccc(-c2nc(CCNC(=O)c3ccc(Br)o3)cs2)cc1
→ -15, -2
- O=C(NC(=S)Nc1ccc(Oc2ccc(Cl)cc2)cc1)c1ccccc1
→ 4, -7

Remaining list, next part.
Results follow in this order: H9c2 TAG inh, H9c2 TAG inh DAPI viability
- N#C/C(=C\c1cccnc1)c1nc2ccccc2[nH]1
→ 13, -8
- O=C(Nc1cccc(S(=O)(=O)N2CCCCCC2)c1)C1CCC1
→ -17, -2
- COc1cc(/C=N/NC(=O)c2ccccc2)ccc1O
→ 1, 10
- O=c1[nH]c(-[n+]2ccccc2)c(/C=N/NC([S-])=Nc2ccccc2)s1
→ 8, -6
- O=C(Nc1nc(-c2cc(Cl)sc2Cl)cs1)c1ccc(Br)s1
→ 44, 5
- OC(COCCC12CC3CC(CC(C3)C1)C2)CN1CCCC1 (configuration not stated)
→ 5, 3
- O=S(c1ccccc1)C(c1ccccc1)c1ccccc1 (configuration not stated)
→ 2, -2
- COc1ccc(CC2NCCC3(O)CCCCC23)cc1 (configuration not stated)
→ 23, 0
- O=C(CCc1nc2sc3c(c2c(=O)[nH]1)CCCC3)NCCc1ccccc1
→ -17, 5
- CCCc1ccc(NS(=O)(=O)c2c(C)oc(C)c2C(=O)OC)cc1
→ -14, 9
- CCS(=O)(=O)N1CCN(c2ccc(C(=O)N3CCOCC3)cc2[N+](=O)[O-])CC1
→ -19, 7
- CCN(CC)CCOCCn1c(C)ccc1C
→ -1, 0
- COc1ccccc1CNCC(O)Cn1c2ccccc2c2ccccc21 (configuration not stated)
→ 38, 2
- COc1ccc2c(c1)CSC(c1ccccc1)C2=O (configuration not stated)
→ -4, -1
- Cc1cccc(CNc2ncc(-c3cccc([N+](=O)[O-])c3)n2C)c1
→ 6, 18
- CC1(C)[C@@H](O)CC[C@]2(C)C3C(O)C=C4[C@H]5C[C@@](C)(CO)CC[C@]5(C)CC[C@]4(C)[C@]3(C)CC[C@@H]12 (some centres not stated)
→ 7, -2
- Cc1ccc(OCCC(=O)OCC(=O)Nc2ccccc2)cc1
→ 8, -1
- CCOc1cccnc1Sc1ccccc1
→ -11, 2
- Cc1cccc(NS(=O)(=O)c2cccc(C(=O)N3CCN(C/C=C/c4ccccc4)CC3)c2)c1
→ 6, 1
- COc1ccc(-n2c(C)n[nH]c2=O)cc1
→ 0, -6
- COc1ccc2nc(SCC(=O)Nc3nonc3C)[nH]c2c1
→ -6, 7
- Cn1c(SCc2ccccc2)nnc1-c1ccc(O)cc1
→ 5, 2
- C#CCOCCOCCOCCNc1nc(N2CCN(C(=O)[C@H](CCCCN)n3cc([C@@H](N)CO)nn3)CC2)nc(N2CCN(C(=O)[C@H](Cc3ccc(O)cc3)n3cc([C@@H](N)CC(C)C)nn3)CC2)n1
→ -7, 13
- CSCCC(NC(=O)c1c(C)oc2c1CCCC2)C(=O)O (configuration not stated)
→ -7, 2
- COc1cccc(-c2cnc(C(O)c3cc(Cl)cc(Cl)c3)[nH]2)c1 (configuration not stated)
→ -3, 3
- COc1ccc(CCC(=O)NNC(=S)NCc2ccc(F)cc2)cc1
→ -5, -2
- COC(=O)c1ccc(Oc2cc(C)nc(SC)n2)cc1
→ 51*, -25*
- CC1(C)CC(=O)C=C(c2ccc(Oc3ccccc3)cc2)C1
→ -2, 3
- O=c1[nH]cnc(O)c1C(c1cccc([N+](=O)[O-])c1)c1c(O)nc[nH]c1=O
→ -9, 5
- COc1ccc2oc(=O)c(-c3nc4ccccc4o3)cc2c1
→ -15, 4

Three entries already listed, sorted by formula weight, lowest first:
Results follow in this order: H9c2 TAG inh, H9c2 TAG inh DAPI viability
- COC(=O)c1ccc(Oc2cc(C)nc(SC)n2)cc1
→ 51*, -25*
- CSCCC(NC(=O)c1c(C)oc2c1CCCC2)C(=O)O (configuration not stated)
→ -7, 2
- Cc1ccc(OCCC(=O)OCC(=O)Nc2ccccc2)cc1
→ 8, -1

(cont.)
Results follow in this order: H9c2 TAG inh, H9c2 TAG inh DAPI viability
- Cc1ccc(S(=O)(=O)NC(=O)Nc2ncc3c(n2)CC(c2ccco2)CC3=O)cc1 (configuration not stated)
→ 5, -5
- O=C(CNS(=O)(=O)c1ccc(Cl)c(C(F)(F)F)c1)NC1CCCCCC1
→ -10, -4
- O=C(O)c1cccc(CN2C(=O)S/C(=C/c3ccccc3[N+](=O)[O-])C2=O)c1
→ 1, 16
- O=c1cc(O)c2sc(Nc3cccc(C(F)(F)F)c3)nc2[nH]1
→ -5, 6
- COc1ccc(CNCCS(=O)(=O)NCc2ccccc2)cc1
→ -10, 10
- Cc1c(NC(=O)CN2CCN(c3ccc(F)cc3)CC2)c(=O)n(-c2ccccc2)n1C
→ 14, 6
- COc1ccccc1CN1CC(C(=O)NCc2cc(C(C)C)no2)CCC1=O (configuration not stated)
→ -13, 0
- CN(C)CC(C)(C)CNC(=O)CC1C(=O)NCCN1Cc1ccc(-c2ccccc2)cc1 (configuration not stated)
→ -8, 6
- CC(C)CNC(=O)C1(C)CCCN1C(=O)CCc1cccs1 (configuration not stated)
→ 18, 3
- CCOC(=O)N1CCN(C(=O)Cn2ncc3c2-c2ccccc2OC3)CC1
→ -6, 0
- COc1ccc(N2C(=O)/C(=C/N(C)C)NC2=S)cc1
→ 1, 3
- Cc1nn(-c2ccccc2)c(Cl)c1C1C(C#N)=C(N)Oc2c1c(C)nn2-c1ccccc1 (configuration not stated)
→ 3, -9
- CCS(=O)(=O)c1ccc2oc(=O)c(/C=C(\O)c3ccc(Cl)cc3)nc2c1
→ -3, 7
- CC(C)CC(=O)N1CCN(Cc2ccc(C(F)(F)F)cc2)CC1
→ -13, 5
- CN(CCC#N)C(=O)CC(Cc1ccccc1)C1CCOC(C)(C)C1 (configuration not stated)
→ 5, 0

In another format: 6 of the compounds above.
| SMILES | H9c2 TAG inh | H9c2 TAG inh DAPI viability |
| --- | --- | --- |
| O=C(NCCOc1ccccc1Cl)C(=O)NCCOc1ccccc1Cl | -6 | 10 |
| CCCC(=O)NCCCc1nc2ccccc2n1C | -9 | 1 |
| Cc1ccc(OCCC(=O)OCC(=O)Nc2ccccc2)cc1 | 8 | -1 |
| CCOC(=O)N1CCN(S(=O)(=O)c2cc(Cl)c(OC)cc2Cl)CC1 | -17 | 10 |
| CCOC(=O)c1c(CN2CCN(C)CC2)n(-c2ccccc2)c2cc(Br)c(O)cc12 | 11 | 5 |
| COc1ccc2nc(SCC(=O)Nc3nonc3C)[nH]c2c1 | -6 | 7 |

(cont.)
Results follow in this order: H9c2 TAG inh, H9c2 TAG inh DAPI viability
- CCc1noc(C)c1C(=O)OC(C)C(=O)Nc1ccccc1OC (configuration not stated)
→ 1, 3
- O=C(O)Cc1c(C(=O)O)nnn1-c1cccc(C(F)(F)F)c1
→ 6, -2
- C/C(NC(=O)c1ccccc1F)=C1\C(=O)C[C@@H]2[C@H]1C2(C)C
→ 12, -4
- N#CCCN(Cc1cccs1)C(=O)Nc1ccccc1
→ 3, -4

Copied from the list:
Under H9c2 TAG inh DAPI viability, `C/C(NC(=O)c1ccccc1F)=C1\C(=O)C[C@@H]2[C@H]1C2(C)C` reads -4
Under H9c2 TAG inh, `N#CCCN(Cc1cccs1)C(=O)Nc1ccccc1` reads 3
